ALOX12 inh = ALOX12 (human) lipoxygenase inhibition; P18054; purified 12hLO, xylenol orange hydroperoxide absorbance; Potency, µM (titrated, usually from 108 µM), without a hit: top-dose activity change, negative = inhibition, most hits filed as inhibitors; hit rate 1.1% among 580,000; AID 1671190; further: potency means the concentration at half of the fitted maximal effect; on the % scale 0 is the no-effect control and ±100 the full control effect
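Purified human 12hLO (150 nM final) in 25 mM Hepes, 0.01% Triton X-100, pH 7.0 was preincubated 15 min at room temperature with compound. Then 40 uM arachidonic acid was added, 30 min. Hydroperoxide was read by Fe-XO absorbance ratio 573/405 nm.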
D2 antagonist = D2 dopamine receptor (human) antagonism | P14416 | HEK293 TREx D2 cells, calcium flux, dopamine EC80 | inhibition, % at 10 µM | hit rate 2% among 340,000; in the data active means inhibition above about 30%; further: 0% is about no effect
Target sequence (P14416 whole entry, looked up): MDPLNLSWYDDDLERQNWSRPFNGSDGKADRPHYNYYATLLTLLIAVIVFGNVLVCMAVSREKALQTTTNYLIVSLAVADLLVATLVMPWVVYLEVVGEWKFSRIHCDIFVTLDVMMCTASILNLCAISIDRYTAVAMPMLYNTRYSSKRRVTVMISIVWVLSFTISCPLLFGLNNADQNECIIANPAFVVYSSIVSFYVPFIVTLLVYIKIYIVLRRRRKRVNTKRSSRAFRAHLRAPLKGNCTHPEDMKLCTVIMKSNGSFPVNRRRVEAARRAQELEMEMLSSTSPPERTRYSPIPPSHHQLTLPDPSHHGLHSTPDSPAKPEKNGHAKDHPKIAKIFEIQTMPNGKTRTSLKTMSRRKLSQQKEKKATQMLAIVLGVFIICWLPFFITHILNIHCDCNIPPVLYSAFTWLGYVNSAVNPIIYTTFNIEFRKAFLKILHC
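Overnight-induced (tetracycline, 30 C) HEK293 T-REx cells carrying force-coupled D2 receive a no-wash calcium dye, then compound, then EC80 dopamine at 180 s; signals are read kinetically throughout.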
Vif-APOBEC3F blk = inhibitors of Vif-A3F interaction; HeLa A3F-eYFP + Vif (tagged APOBEC3F with the HIV-1 protein that degrades it), YFP fluorescence increase; Potency, µM (doses to about 46.1 µM), for inactives: top-dose activity, negative = active; hit rate 0.2% among 390,000; further: potency means the concentration at half of the fitted maximal effect; % of control where 0% means no effect; nearly all actives have a fitted effect of over 65% in size
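Fluorescence increase (Ex 488/Em 500-530) after overnight compound treatment at 37 deg C flags inhibition of Vif-driven A3F-eYFP loss in stable HeLa A3F-eYFP/Vif cells seeded overnight beforehand.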
D2 ag = D2 dopamine receptor (human) agonism. P14416. HEK293 T-REx D2 cells, calcium flux agonist mode. activation, % at 2 µM. hit rate 0.53% among 340,000. AID 485358;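 active means activation over 3 SD above normal in the single-dose calcium agonist read, cut at about 30% in these data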; further: 0% is about no effect
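Agonism scored from kinetic calcium signal (1 read/sec, 180 s) following compound pin transfer, after a 10 s baseline. Cells: HEK293 Trex line expressing inducible D2 receptor coupled to calcium, dye-loaded after overnight culture at 30 C.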
RGS4 inhibitor = inhibitors of human regulator of G protein signaling 4; P49798; Transcreener GDP fluorescence polarization, RGS4-accelerated GTP hydrolysis; Potency, µM (doses to about 114 µM), inactives show at the highest dose activity change, negative = inhibition, actives largely listed as inhibitors; hit rate 0.039% among 390,000; further: potency means the concentration at half of the fitted maximal effect; on the % scale 0 is the no-effect control and ±100 the full control effect; nearly all actives have a fitted effect of over 75% in size; some results filed as inactive show a strong effect at the top dose
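MLSMR compounds (23 nl, pin-transferred) preincubated 10 min at room temperature with a 500nM (2x) first reagent, then RGS4 at 900nM (2x) plus Transcreener GDP mix added; fluorescence polarization (620/688 nm) read before and after 90 min at 30 °C.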
LDHA inh = blocks human lactate dehydrogenase A; activity change, % (values are at about 110 or 230 µM); AID 1347041; P00338; purified LDHA, NADH/diaphorase-resazurin fluorescence; stronger effect = lower value; hit rate 0.15% among 480,000; in the data active means activity change below about -30%; inconclusive means mostly about -25% to -30%;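 further: plate controls were DMSO wells for no effect and wells without enzyme for full effect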
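Enzyme activity of human lactate dehydrogenase 5 (2 nM; 0.06 mM NADH, 0.2 mM pyruvate, 5 min, RT) is measured via a resazurin/diaphorase fluorescence readout of residual NADH.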
ERG-DNA inh = blocks human ERG Ets domain binding to DNA. Potency, µM (titrated, usually from 76.9 µM), inactives show at the highest dose FP activity, negative = inhibition, most hits filed as inhibitors. P11308. AID 624246. fluorescence polarization, His-ERG Ets domain / labelled DNA. hit rate 0.028% among 370,000; active means well fitted inhibition curve with a large enough effect in the polarisation, with a control signal flat; inconclusive means small, poorly fitted or top-dose-only effect, or effect the other way, or a change in a side signal; inactive means no such curve, though single readings can be large or run the other way; the % refers to the polarisation;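 further: polarization taken with two DNA probes labelled with fluorescein and Texas red; potency means the concentration at half of the fitted maximal effect; % of control where 0% means no effect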
Target sequence (P11308 whole entry, looked up, the tested form may be a part): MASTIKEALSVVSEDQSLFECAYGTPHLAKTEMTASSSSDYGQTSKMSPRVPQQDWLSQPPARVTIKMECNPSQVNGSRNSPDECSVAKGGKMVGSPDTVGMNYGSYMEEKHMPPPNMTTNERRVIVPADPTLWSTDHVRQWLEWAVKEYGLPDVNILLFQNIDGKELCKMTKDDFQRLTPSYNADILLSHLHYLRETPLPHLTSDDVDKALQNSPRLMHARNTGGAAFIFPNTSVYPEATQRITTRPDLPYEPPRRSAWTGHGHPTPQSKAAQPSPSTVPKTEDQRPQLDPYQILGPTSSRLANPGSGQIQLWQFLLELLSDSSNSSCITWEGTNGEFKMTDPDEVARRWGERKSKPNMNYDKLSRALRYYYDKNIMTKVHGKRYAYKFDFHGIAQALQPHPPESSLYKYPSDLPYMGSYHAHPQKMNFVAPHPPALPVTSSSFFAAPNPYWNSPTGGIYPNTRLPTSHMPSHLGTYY
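His-tagged ERG Ets domain (1 uM in the protein solution; 300mM KCl, 50mM Tris-HCl, 1mM EDTA, 1mM DTT, pH 7.5) received compound, then a probe mix of 5 nM fluorescein-DNA and 100nM Texas-615-DNA. Fluorescence polarization was read for both dyes.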
GRP78 ERSR act = inducers of ER stress response in human glioma cells | U87-MG GRP78 promoter luciferase reporter, 16 h | Potency, µM, without a hit: top-dose activation, usual class: activators | hit rate 0.02% among 420,000; further: potency means the concentration at half of the fitted maximal effect; series mostly up to about 76 µM; % of control where 0% means no effect; nearly all actives have a fitted effect of over 35% in size
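Stably transfected U87-MG human glioma cells carrying a GRP78-based luminescent sensor were seeded at 1000 cells/well, pin-dosed with compounds and incubated 16 h. Luciferase reagent was then added, and end-point luminescence was read after 10 min at room temperature.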
Vif-A3G inh = blocks the Vif interaction with human APOBEC3G; HeLa A3G-eYFP + Vif (tagged APOBEC3G with the HIV-1 protein that degrades it), YFP fluorescence, overnight; hit rate 0.076% among 410,000; Potency, µM (top dose mostly 46.1 µM), without a hit: top-dose activity, negative = active, hits mostly inhibitors; Q9HC16;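 further: potency means the concentration at half of the fitted maximal effect; on the % scale 0 is the no-effect control and ±100 the full control effect; nearly all actives have a fitted effect of over 60% in size; hits raise eYFP signal because A3G escapes Vif-driven loss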
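Read-out is eYFP fluorescence (Ex 488/Em 500-530) from Vif-expressing HeLa A3G-eYFP cells; more signal means A3G escaped Vif-mediated degradation. Cells plated overnight, compound pinned in, incubated overnight at 37 deg C.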
Active calls of the source: *; ? = inconclusive; nt = not tested or not shown; & = joins results of further samples; [ ] = remark or other dose. Unless noted, the call rests on the fitted dose curve; in most records, active means well fitted curve in the direction sought with a large enough effect; inconclusive means small, poorly fitted or top-dose-only effect, or another doubt; inactive means no such curve, though single readings can be large; an effect the other way counts as inactive or inconclusive. Only part of the results is shown. The share of hits here may be higher or lower than overall.

SMILES | ALOX12 inh | D2 antagonist | Vif-APOBEC3F blk | D2 ag | RGS4 inhibitor | LDHA inh | ERG-DNA inh | GRP78 ERSR act | Vif-A3G inh
Cc1c(Cl)cccc1NC(=O)CNCc1ccccc1F | -17% | -2 | -2% | 4.5 | -5% | -4 | 10% | -2% | 1%
COc1ccc(CNC(=O)C2Cc3c(-c4ccc5c(c4)OCO5)ccnc3O2)cc1OC (configuration not stated) | -3% | nt | nt | nt | nt | 1 | nt | 0% | ?
Cc1cccc(C(=O)N2CCNC(=O)C2CC(=O)Nc2cccc(Cl)c2)c1 (configuration not stated) | 12% | 4 | 5% | -2.2 | 18% | -2 | 4% | -3% | -7%
C=CCN(C(=O)C1CSC2(C)CCC(=O)N12)c1nc(-c2ccccc2)cs1 (configuration not stated) | 9% | -8 | -11% | -0.3 | -22% | -2 | 6% | 1% | 1%
Cc1cc(C)c(S(=O)(=O)c2ccccc2)c(OC(=O)c2c(F)cccc2F)n1 | -12% | -25 | 5% | 0.4 | ? | -50* | -5% | -4% | 4%
COc1ccc(NC(=O)CN2C(=O)NC(C)(C3CC3)C2=O)cc1S(=O)(=O)N1CCOCC1 (configuration not stated) | ? | 5 | 4% | 0.4 | -18% | 3 | 1% | -2% | -4%
CCCN(CC(=O)Nc1ccccc1OC)C(=O)c1cc(-c2cccs2)nn1-c1ccccc1 | ? | -3 | -13% | -0.1 | -16% | -1 | -11% | -5% | 4%
CN(NC(=O)c1ccccc1F)c1ncccc1[N+](=O)[O-] | 13% | -1 | 0% | 0.7 | 9% | -5 | -8% | -4% | 3%
O=C(COC(=O)c1cc(-c2cccs2)nc2ccccc12)NC1CCS(=O)(=O)C1 (configuration not stated) | 0% | -8 | -10% | -0.2 | 3% | -6 | 6% | 0% | 0%
COc1ccc(C(=O)NC(CO)c2nnc(SCc3ccc(Cl)c(Cl)c3)n2C)cc1 (configuration not stated) | -18% | 4 | -15% | 0.8 | 8% | -8 | nt | -1% | -2%
CCc1ccc(C2N3CC4([N+](=O)[O-])CN2CC([N+](=O)[O-])(C3)C4(C)C)cc1 (configuration not stated) | 2% | 21 | 2% | 1.2 | 0% | -3 | 1% | -3% | 2%
Nn1nnc2ccccc21 | -4% | 23 | -1% | -0.1 | 7%[56.9 µM] | -1 | 0% | 0%&3% | 0%
CCC1CCCCN1C(=O)COC(=O)c1cc(=O)[nH]c2ccccc12 (configuration not stated) | -4% | nt | 5% | nt | -22% | -2 | 6% | 3% | -8%
O=C(c1cc(C2CC2)nn1-c1ccccc1)N1CCN(c2ncc(C(F)(F)F)cc2Cl)CC1 | 187%[activator] | -43 | 3% | 0.8 | -19% | -4 | 0% | -1% | 3%
CC(C)NC(=O)C1Cc2c(-c3ccc4c(c3)OCO4)ccnc2O1 (configuration not stated) | -20% | nt | nt | nt | nt | -6 | nt | -5% | -3%
Cc1ccc(NS(=O)(=O)c2cccc(C(=O)Nc3cccnc3)c2)c(C)c1 | ? | nt | 5% | nt | 11% | -6 | -5% | -5% | 4%
O=C(Nc1cccc(-c2cccc(F)c2)c1)C1CCN(C2CCC2)CC1 | -22% | 1 | 8% | -0.3 | 1% | -13 | -3% | -3% | 1%
CC1CCN(C(=O)CSc2nc(-c3ccc(C(C)C)cc3)no2)CC1 | -40% | nt | 4% | 1.0 | -24% | 0 | -1% | 1% | -2%
CC(C)Cc1ccc(/C=C/C(=O)N2CCCCC2)cc1 | -3% | 5 | -2% | 0.6 | -52% | -2 | 1% | 4% | -2%
O=C(c1ccc(NC2=NC3CS(=O)(=O)CC3S2)cc1)N1CCN(c2ccccc2)CC1 (configuration not stated) | 4%[57.4 µM] | -19 | 3% | 3.5 | 1% | -11 | -4% | -1% | 2%
Cc1ccc(S(=O)(=O)Nc2cccc(C(=O)NCC(c3ccco3)N3CCCC3)c2)cc1F (configuration not stated) | -11% | 22 | 7% | 0.2 | 4% | -3 | -2% | -2% | 0%
CCOC(=O)/C(C#N)=C/c1ccc(OC)c(OC)c1 | -14% | -5 | 7% | 0.6 | -18% | -3 | -3% | -6% | 1%
Cc1ccc(Cl)cc1Nc1nc(N2CCOCC2)nc(N2CCOCC2)n1 | 0% | 1 | 4% | -1.0 | 16%[11.4 µM] | -13 | -5% | -2% | -1%
OCCNc1ncnc2c1ncn2[C@H]1CN(Cc2ccc3c(c2)OCO3)C[C@@H](CO)O1 | 2% | nt | nt | nt | nt | -4 | nt | -4% | -2%
Cn1c(=O)c(C#N)c(-c2ccc(F)cc2)c2cc(C(=O)c3cc(Cl)cc(Cl)c3O)cnc21 | ? | 9 | -3% | 2.1 | -14% | 7 | -6% | 1% | -3%

(next part)
SMILES | ALOX12 inh | D2 antagonist | Vif-APOBEC3F blk | D2 ag | RGS4 inhibitor | LDHA inh | ERG-DNA inh | GRP78 ERSR act | Vif-A3G inh
CCNC(=S)N1CC(C)OC(C)C1 (configuration not stated) | -6% | 13 | 4% | nt | -5% | -3 | 4% | -1% | -1%
COc1ccc(C(=O)NCCc2sc(-c3ccc(Cl)cc3)nc2C)c(OC)c1 | -11% | nt | 1% | 1.3 | 2% | -2 | 2% | -1% | -4%
Clc1cccc(Cl)c1/C=C/c1nc2ccccc2[nH]1 | nt | 8 | -1% | 1.5 | 19% | -14 | -12% | 7% | 0%
Cc1ccc2c(c1)nnn2C1CCN(S(=O)(=O)c2ccc3ccccc3c2)CC1 | 2% | 2 | -12% | 0.5 | 11% | -6 | -14% | -4% | 1%
CCN(c1ccccc1)S(=O)(=O)c1ccc(Cl)c(C(=O)NCC2CCCO2)c1 (configuration not stated) | ? | 6 | 14% | -0.1 | 17% | -5 | 2% | -3% | -3%
Cn1cc(S(=O)(=O)c2ccccc2)c(=O)c2cc(Cl)ccc21 | 10% | -5 | 4% | -0.2 | -66%[56.9 µM] | -4 | -6% | -4% | -1%
COC(=O)[C@H](C(C)C)N(Cc1ccccc1)S(=O)(=O)CCN1CCN(c2ccccc2)CC1 | 4% | nt | 7% | nt | 31% | 0 | -1% | -2% | 4%
Cc1ccc(N(C(C)C(=O)NCc2ccncc2)S(C)(=O)=O)cc1C (configuration not stated) | ? | 5 | 12% | 0.9 | 13% | -5 | 2% | -3% | 2%
CCOc1ccc(C2c3[nH]c4ccccc4c3CCN2C(=O)Cc2cccc(OCC)c2OCC)cc1 (configuration not stated) | -9% | nt | 5% | 1.1 | -3% | 3 | 3% | -4% | 4%
O=C(Nc1cc(S(=O)(=O)N2CCOCC2)ccc1N1CCOCC1)c1cccc(Cl)c1 | 9% | nt | 0% | nt | nt | -6 | nt | 1% | -9%
Cc1nn(C(C)C(=O)N2CCc3ccccc3C2)c(=O)c2cc3occc3n12 (configuration not stated) | ? | 2 | -11% | -0.4 | 9% | -7 | -23% | 5% | -1%
CCOc1ccc(-n2nc3ccc(NC(=O)COc4ccccc4C)cc3n2)cc1 | -7% | nt | -1% | 1.7 | 25% | -8 | -6% | -4% | -2%
CC1CN(C(=S)Nc2cccc([N+](=O)[O-])c2)CC(C)O1 (configuration not stated) | -10% | 5 | 0% | 0.1 | 18% | 0 | 2% | -5% | -3%
COc1ccc(CC(=O)N2CCc3cc(OC)c(OC)cc3C2)cc1 | ? | -12 | -23% | 0.2 | -8%[56.9 µM] | 9 | 14% | 0% | -4%
CC1CC(C)CN(S(=O)(=O)N2CCC(C(=O)NCCC3=CCCCC3)CC2)C1 (configuration not stated) | 0% | -14 | 2% | 0.8 | 4%[56.9 µM] | -15 | -3% | 0% | 0%
COc1c2ccoc2nc2c(OC)c(OCC(OC(C)=O)C(C)(C)O)ccc12 (configuration not stated) | -30% | 6 | -3% | -0.1 | 2% | 2 | 1% | -1% | 2%
COc1ccc(-c2cc(NCCc3ccncc3)n3ncnc3n2)cc1 | 74%[activator] | -15 | 0% | 0.1 | 54%[activator] | -1 | -1% | -2% | 2%
Nc1nc(CN2CCN(Cc3ccc4c(c3)OCO4)CC2)nc(Nc2ccccc2)n1 | ? | -14 | -2% | -1.7 | 35% | -5 | 5% | 0% | 1%
O=C(COc1ccc([N+](=O)[O-])cc1)N(Cc1ccccc1)Cc1ccccc1 | -6% | -6 | 2% | 1.6 | -8% | 5 | 13% | -5% | 5%
Cc1c(CCC(=O)NCCC(=O)O)c(=O)oc2c(C)c3oc4c(c3cc12)CCCC4 | -22% | 2 | -1% | -0.6 | 13% | -2 | 5% | -12% | -4%
Cc1onc(-c2ccccc2Cl)c1C(=O)N1CCCc2ccccc21 | 4% | nt | -15% | nt | 19% | -2 | nt | -3% | -23%
CCc1cc2c(=O)c(-c3nc4ccccc4[nH]3)coc2c(CN2CCCCC2)c1O | -13% | 15 | 4% | -0.5 | -7%[56.9 µM] | 0 | -11% | 7% | 0%
O=C(CN1CCC(Cc2ccccc2)CC1)NC(=O)NC1CCCCC1 | -9% | 19 | 15% | -0.2 | 4% | -1 | -4% | -4% | 1%
C=CCN1C(=O)C(CC(=O)Nc2ccc(OCCC)cc2)N(CCCN2CCN(Cc3ccccc3)CC2)C1=S (configuration not stated) | ? | 19 | 2% | -0.4 | 7% | 2 | 5% | -4% | -4%
